# M. tuberculosis – growth inhibition of non-replicating M. tuberculosis (AID 488890); actives 0.39% (n = 320,000); inhibition, % at 25 µM; hits with a dose series show IC50 in µM; Mycobacterium tuberculosis non-replicating, growth inhibition; higher % means a stronger effect; in the data active = a potency from the dose series; inconclusive = inhibition mostly from about 82% at the one dose, without a potency; inactive = the rest, 99 in 100 with inhibition below about 76%;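 also: plate controls were DMSO cells for no effect and high antibiotic wells for full effect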
# VEEV TC-83 Vero – inhibitors of VEEV TC-83 cytopathic effect, confirmation, Vero cells (AID 588727); Vero cells, VEEV TC-83 cytopathic effect inhibition; higher % means a stronger effect; one-dose inhibition, % at 20 µM; IC50 in µM for titrated hits; actives 0.13% (n = 350,000); in the data active = a potency from the dose series; inconclusive = inhibition mostly from about 14% at the one dose, without a potency; inactive = the rest, 99 in 100 with inhibition below about 12%; also: strong numbers were not always called active
# H37Rv inhibition – M. tuberculosis growth inhibition, HTS (AID 449762) | actives 0.59% (n = 330,000) | one-dose inhibition, % at 25 µM; IC50 in µM for titrated hits | M. tuberculosis H37Rv growth inhibition, 7H9 media; higher % means a stronger effect; in the data active = a potency from the dose series; inconclusive = inhibition above about 70% without an active follow-up result;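 also: bacterial growth assessed after seven days of incubation; strong numbers were not always called active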
# influenza NS1A – H1N1 influenza NS1A inhibitors, functional cell based assay (AID 504329); NS1A functional cell-based assay, percent inhibition; higher % means a stronger effect; inhibition, % at 12.5 µM; hits with a dose series show IC50 in µM; actives 0.3% (n = 340,000); in the data active = a potency from the dose series; inconclusive = inhibition above about 27% without an active follow-up result; also: strong numbers were not always called active
# PhoP GFP inhibition – Inhibition of PhoP regulon, Salmonella typhi GFP reporter cells, confirmation, 4 h (AID 1850) | Salmonella Typhi PhoP-promoter GFP reporter, fluorescence, 4 h; higher % means a stronger effect | one-dose inhibition, % at 50 µM; IC50 in µM for titrated hits | actives 0.33% (n = 310,000); in the data active = a potency from the dose series; inconclusive = inhibition mostly from about 25% at the one dose, without a potency; inactive = the rest, 99 in 100 with inhibition below about 19%;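 also: 0% = induced wells with vehicle and 100% = uninduced wells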
# VEEV TC-83 Vero 10K pilot screen – recorded beside VEEV TC-83 Vero, whose call it bears; inhibition, %; measured here: 10K pilot screen inhibition
# An asterisk follows results filed as active; i = inactive; ? = inconclusive; / = no result given.
SMILES,M. tuberculosis,VEEV TC-83 Vero,H37Rv inhibition,influenza NS1A,PhoP GFP inhibition,others
CCOc1ncccc1C(=O)N1CCN(c2cc(Cl)ccc2C)CC1,2%,1.5%,15%,7%,2%,VEEV TC-83 Vero 10K pilot screen=5.5
CCOC(=O)N1CCN(C(=S)Nc2ccc(C)c(C)c2)CC1,-7%,1.3%,-1%,-2%,-2%,
CC1CCCN(CCCNC(=O)c2cn(C)c3ccc(S(=O)(=O)N(C)C4CCCCC4)cc3c2=O)C1 (stereo not drawn),13%,i,2%,-1%,2%,
Cc1nn(CC(=O)OCC(=O)NCCc2ccc(S(N)(=O)=O)cc2)c(C)c1[N+](=O)[O-],-7%,2.3%,-6%,-11%,/,
O=Cc1ccc(OCc2cn3ccccc3n2)cc1,22%,1.8%,-1%,-1%,22%,
CC(Sc1nnc(N)s1)C(=O)Nc1ccc2c(c1)OCO2 (stereo not drawn),/,1.4%,/,1%,/,
O=C(COC(=O)c1ccc(Cl)nc1)Nc1ccccc1OC(F)F,48%,0.7%,0%,-9%,-5%,
O=C(/C=C/c1ccccc1)N1CCN(CCN2C(=O)c3cccc4cccc(c34)C2=O)CC1,67%,5.6%,1.9µM*,1%,-2%,
Cc1cccn2c(=O)c(C=Nc3ccc(Cl)cc3)c(NCCO)nc12,-1%,3.4%,-9%,0%,-1%,
Cc1cc(C)cc(NC(=O)CN2CCN(c3ncccn3)CC2)c1,3%,0.7%,-7%,5%,4%,VEEV TC-83 Vero 10K pilot screen=0.3
O=C(NC1CCCCCC1)c1ccc2c(=O)n3c(nc2c1)CCCCC3,15%,9.0%,4%,10%,-8%,
O=C(Nc1ccccc1)/C(=C/c1ccc2c(c1)OCO2)NC(=O)c1ccco1,-14%,0.5%,1%,1%,6%,
Cc1ccnc2nc(C(=O)OCC(=O)c3ccccc3)nn12,5%,3.6%,-3%,-7%,/,
COc1ccc(/C=N/NC(=O)c2ccoc2C)cc1COc1c(C)cccc1C,1%,10%,8%,10%,-6%,
Cc1cc(C(F)(F)F)nc(SCC(=O)NC2CCCCC2)n1,-11%,0.7%,0%,9%,8%,
O=C(c1ccc(Cl)c(S(=O)(=O)N2CCCCCC2)c1)N1CCOCC1,4%,1.3%,-4%,0%,-7%,
CCC(CO)n1c(SCc2cc([N+](=O)[O-])cc3c2OCOC3)nc2ccccc2c1=O (stereo not drawn),-1%,5.5%,4%,6%,-4%,
O=c1cc(N2CCc3ccccc32)[nH]c(=O)n1-c1ccc(Br)cc1,/,9.6%,-4%,6%,/,
CN(c1ccccc1)S(=O)(=O)c1ccc(Cl)c(C(=O)Nc2ccccc2N2CCOCC2)c1,/,8.0%,/,-6%,/,
O=C(NCc1ccco1)c1ccc(COc2cccc3ccccc23)cc1,65%,0.8%,10%,-15%,-4%,
CC(=O)N(C)c1ccc(NS(=O)(=O)c2cccc3nsnc23)cc1,-11%,i,4%,-21%,0%,
NS(=O)(=O)c1ccc(NC(=O)COC(=O)CCC2CCCC2)cc1,23%,1.4%,3%,-3%,5%,
CC1CC(=O)Nc2ccccc2N1C(=O)Nc1ccc(F)cc1 (stereo not drawn),2%,i,1%,11%,0%,
CC(C)c1cc(C(C)C)c(S(=O)(=O)NNC(=O)c2ccncc2)c(C(C)C)c1,22%,i,5%,-8%,-6%,
CN(C1=NS(=O)(=O)c2ccccc21)c1ccc(OC(=O)c2ccccc2)cc1,-4%,0.7%,7%,11%,-6%,
O=C(NCCCN1CCOCC1)C1(c2ccccc2)CCCC1,-6%,0.6%,2%,3%,2%,
COc1cc(C)nc(OCCNS(=O)(=O)c2cc(C)ccc2C)n1,13%,1.5%,-9%,7%,-8%,VEEV TC-83 Vero 10K pilot screen=0.8
CCNC(=O)C(CC(C)C)NC(=O)C(CO)NC(=O)C1CCC(=O)N1 (stereo not drawn),1%,1.0%,-4%,-13%,-5%,
COc1cc(Nc2nc(-c3ccccc3)c3cc(C)ccc3n2)cc(OC)c1OC,46%,3.2%,?,10%,-3%,
COc1ccccc1CNC(=O)CN1C(=O)NC(Cc2ccccc2)(c2ccccc2)C1=O (stereo not drawn),25%,1.9%,9%,0%,/,
CC(=O)C1=C(O)C(=O)N(Cc2ccccc2)C1c1ccc([N+](=O)[O-])cc1 (stereo not drawn),15%,i,-15%,2%,-1%,
Nc1nc(-c2cccs2)cs1,27%,0.4%,?,-4%,-3%,
CC(C)c1ccccc1NC(=O)CC1(CC(=O)O)CCCC1,-5%,0.2%,-2%,-4%,-14%,
COc1ccccc1-n1cnnc1SCC(=O)NCC1CCCO1 (stereo not drawn),-8%,i,-8%,2%,5%,
CCN(CC)S(=O)(=O)c1cc(NS(=O)(=O)c2ccccc2)ccc1C,1%,0.8%,0%,13%,-6%,
c1ccc(-c2nc3nonc3c3nc4ccccc4n23)cc1,0%,i,-10%,-3%,19%,
Cc1cccn2c(=O)c(/C=C(\C#N)C(=O)NCc3ccco3)c(N3CCCCCC3)nc12,30%,11%,5%,/,-1%,
CN(Cc1cccc(F)c1)C(=O)C1CC(=O)N(c2ccc3c(c2)OCCO3)C1 (stereo not drawn),1%,5.5%,0%,-17%,/,
CCCCc1cc(=O)oc2c(C)c(OCC(=O)NCC3CCC(C(=O)O)CC3)ccc12 (stereo not drawn),16%,0.5%,-7%,-3%,3%,
CC1CCCN(C(=O)C(Cc2ccccc2)n2cccc2)C1 (stereo not drawn),8%,5.4%,-5%,6%,1%,
Cc1cccc(N2CCN(C(=O)c3cccn4c(=O)c5c(C)c(C)sc5nc34)CC2)c1C,-3%,i,0%,8%,-3%,
O=C1COc2ccc(C(=O)COC(=O)c3nc(Cl)ccc3Cl)cc2N1,/,2.1%,/,1%,/,
Cc1nn(C)c(C)c1C1Nc2ccccc2C(=O)N1O (stereo not drawn),-5%,5.8%,3%,0%,2%,
NC(=O)c1ccc(NC(=O)COC(=O)C2CC(=O)N(Cc3ccccc3)C2)cc1 (stereo not drawn),/,0.7%,8%,-2%,0%,
NC(=O)COC(=O)c1ccccc1OCc1ccccc1,0%,2.3%,1%,3%,1%,
CCOc1ccccc1N1CC(C(=O)Nc2cc(S(C)(=O)=O)ccc2Cl)CC1=O (stereo not drawn),-9%,9.2%,0%,-6%,13%,
CC(C)(C)NC(=O)CSc1nc(N)cc(=O)[nH]1,-8%,1.9%,-8%,-4%,10%,
O=C(CN1CCOCC1)Nc1ncccn1,2%,1.4%,1%,7%,-6%,
COc1ccc(Cl)cc1NC(=O)CSc1nnc(Cc2cccn2C)n1-c1ccc(F)cc1,19%,8.2%,0%,17%,0%,
CCOC(=O)c1ccc2ncc(C(=O)OCC)c(NCCN(C)C)c2c1,-18%,12%,-2%,1%,4%,
COC(=O)CNC(=O)COC(=O)/C=C/c1ccc(F)cc1,8%,i,0%,-6%,6%,
Cc1ccc(NC(=O)c2cc(CC(C)C)nc3ccccc23)cc1,45%,1.5%,16%,-7%,5%,
CC1(C)Cc2cccc(OCC(=O)N3CCN(c4ccc([N+](=O)[O-])cc4)CC3)c2O1,39%,0.1%,3%,5%,-1%,
COc1ccc(/C=C(\CC(=O)O)c2nc3ccccc3o2)cc1,0%,1.4%,-3%,-1%,6%,
Cc1oc(/N=C/c2ccc3c(c2)OCO3)c(C#N)c1C,-8%,1.8%,-6%,0%,-4%,
O=C(NCCc1cccnc1)C1CCC(=O)N(Cc2ccc(Cl)cc2)C1 (stereo not drawn),/,0.7%,/,-94%,/,
Cc1cccc(C)c1NC(=O)Cn1c(=O)n(CCC(=O)NCc2ccco2)c(=O)c2sccc21,-2%,i,-8%,0%,-7%,
Cc1cc(NC(=O)C2C3C(=O)N(CC4CCCO4)C(C(=O)NCc4ccccc4)C34C=CC2(C)O4)no1 (stereo not drawn),3%,i,-5%,0%,6%,
CCOc1cccc(C(=O)Nc2ccc(NC(=O)c3ccccc3)c(C)c2)c1,7%,1.8%,7%,3%,-1%,
COCCNC(=O)CN(C(=O)Cn1nnc2ccccc21)c1ccccc1C,-1%,i,1%,-19%,-3%,

# Continued:
SMILES,M. tuberculosis,VEEV TC-83 Vero,H37Rv inhibition,influenza NS1A,PhoP GFP inhibition,others
Cc1cc(C)n2c(Br)c(CN3CCCC(C)C3)nc2n1 (stereo not drawn),-9%,i,-1%,-9%,5%,
Cc1cc2ccccc2c(=O)n1CC(=O)NCC(=O)N(C)C1CCCCC1,-5%,0.4%,-4%,0%,7%,
CCOc1ccc(C(C(=O)NC(C)(C)C)N(CCOC)C(=O)CCC(=O)Nc2nccs2)cc1 (stereo not drawn),4%,1.8%,5%,-5%,4%,
Cc1ccc2nc(Cl)c(CN(C(=O)c3cnccn3)C3CCCCC3)cc2c1,3%,0.5%,-4%,1%,-3%,
CN1CCOc2cc(S(=O)(=O)Nc3ccc(F)cc3)ccc21,3%,0.1%,6%,0%,10%,
O=S(=O)(NCCS(=O)(=O)N1CCN(c2ccccc2)CC1)c1ccccc1,6%,i,-1%,1%,-15%,
COc1ccc(CC(NC(C)=O)C(=O)N2CCN(C(=O)Nc3cccc(Cl)c3)CC2)cc1OC (stereo not drawn),18%,i,0%,-1%,-6%,
COc1ccc2c(C)cc(SCC(=O)NC3CCCC3)nc2c1,46%,1.8%,52%,-2%,/,
COc1cccc(NC(=O)CSc2nc3ccccc3c(=O)n2CCCC(=O)N2CCCC2)c1,16%,9.8%,-4%,-3%,-8%,
COc1ccc(-c2ccc(C(C)=O)cc2)cc1[C@H]1[C@@H]2C=CCC[C@@]2(C)C(=O)N1Cc1ccccc1,48%,0.7%,?,2%,16%,
CC(=O)c1ccc(NC(=O)CSCC(=O)Nc2ccc3ccccc3c2)cc1,25%,1.6%,?,5%,-7%,
COC(=O)c1cccnc1-n1c(=O)c2cccnc2n(Cc2cccc(OC)c2)c1=O,/,1.4%,-2%,8%,1%,
Cc1nc(N)nc(Nc2ccc(C#N)cc2)c1Br,-13%,1.7%,-4%,-14%,8%,
CCOC(=O)C1CCCN(C(=O)c2ccc3oc(CCc4ccccc4)nc3c2)C1 (stereo not drawn),22%,1.9%,5%,2%,3%,

# Not a retest: an excerpt of the list.
SMILES,M. tuberculosis,VEEV TC-83 Vero,H37Rv inhibition,influenza NS1A,PhoP GFP inhibition,others
Cc1cc(C)n2c(Br)c(CN3CCCC(C)C3)nc2n1 (stereo not drawn),-9%,i,-1%,-9%,5%,
Cc1cc2ccccc2c(=O)n1CC(=O)NCC(=O)N(C)C1CCCCC1,-5%,0.4%,-4%,0%,7%,
CCOc1ccc(C(C(=O)NC(C)(C)C)N(CCOC)C(=O)CCC(=O)Nc2nccs2)cc1 (stereo not drawn),4%,1.8%,5%,-5%,4%,
Cc1ccc2nc(Cl)c(CN(C(=O)c3cnccn3)C3CCCCC3)cc2c1,3%,0.5%,-4%,1%,-3%,
CN1CCOc2cc(S(=O)(=O)Nc3ccc(F)cc3)ccc21,3%,0.1%,6%,0%,10%,
O=S(=O)(NCCS(=O)(=O)N1CCN(c2ccccc2)CC1)c1ccccc1,6%,i,-1%,1%,-15%,
COc1ccc(CC(NC(C)=O)C(=O)N2CCN(C(=O)Nc3cccc(Cl)c3)CC2)cc1OC (stereo not drawn),18%,i,0%,-1%,-6%,

# Looked up by structure from the list above (6):
SMILES,M. tuberculosis,VEEV TC-83 Vero,H37Rv inhibition,influenza NS1A,PhoP GFP inhibition,others
Cc1cc(C)n2c(Br)c(CN3CCCC(C)C3)nc2n1 (stereo not drawn),-9%,i,-1%,-9%,5%,
COc1cccc(NC(=O)CSc2nc3ccccc3c(=O)n2CCCC(=O)N2CCCC2)c1,16%,9.8%,-4%,-3%,-8%,
COC(=O)c1cccnc1-n1c(=O)c2cccnc2n(Cc2cccc(OC)c2)c1=O,/,1.4%,-2%,8%,1%,
Cc1cc2ccccc2c(=O)n1CC(=O)NCC(=O)N(C)C1CCCCC1,-5%,0.4%,-4%,0%,7%,
O=S(=O)(NCCS(=O)(=O)N1CCN(c2ccccc2)CC1)c1ccccc1,6%,i,-1%,1%,-15%,
Cc1nc(N)nc(Nc2ccc(C#N)cc2)c1Br,-13%,1.7%,-4%,-14%,8%,
